Source: PubChem BioAssay (The Scripps Research Institute Molecular Screening Center)
MITF primary – inhibitors of human MITF. AlphaScreen MITF homodimerization, bead proximity signal. AID 1259374. 650,000 compounds, 0.91% hits. inhibition, % at 2.6 µM. O75030; in the data active = inhibition above about 50%;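 also: 0% = vehicle wells with protein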
Target sequence (O75030 whole entry, looked up): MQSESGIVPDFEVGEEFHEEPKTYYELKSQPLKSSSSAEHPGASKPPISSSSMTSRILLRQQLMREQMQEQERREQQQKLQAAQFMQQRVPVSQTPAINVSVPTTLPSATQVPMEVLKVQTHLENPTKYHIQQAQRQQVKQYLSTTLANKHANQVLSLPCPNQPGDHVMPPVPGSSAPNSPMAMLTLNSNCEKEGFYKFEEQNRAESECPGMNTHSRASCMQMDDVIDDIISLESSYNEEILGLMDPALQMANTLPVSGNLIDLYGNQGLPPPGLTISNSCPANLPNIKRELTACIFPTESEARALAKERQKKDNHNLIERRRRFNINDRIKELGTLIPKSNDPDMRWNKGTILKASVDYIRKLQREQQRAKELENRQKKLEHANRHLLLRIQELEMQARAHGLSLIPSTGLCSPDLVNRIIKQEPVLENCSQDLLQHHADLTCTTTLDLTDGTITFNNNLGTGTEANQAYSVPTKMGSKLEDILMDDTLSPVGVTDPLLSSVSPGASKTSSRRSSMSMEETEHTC
TEAD-YAP block – TEAD-YAP interaction inhibition. inhibition, % at 9.12 µM. 640,000 compounds, 1.4% hits. HEK-TIYL cells, TEAD-Gal4/YAP UAS-luciferase luminescence; in the data active = inhibition above about 32%;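 also: 0% = median of test compound wells and 100% = reference inhibitor wells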
FBW7 activator – activators of human E3 ligase FBW7; normalized activity (activation), % at 26.1 µM; 650,000 compounds, 0.13% hits; AlphaScreen FBW7–phospho-cyclin E peptide binding, activator screen; in the data active = normalized activity above about 1.9%;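 also: purified mutant Fbw7 with reduced substrate affinity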
GPR151 ag – activators of human GPR151 | Q8TDV0 | PathHunter beta-arrestin GPR151 cells, luminescence | activation, % at 11.2 µM | 650,000 compounds, 1% hits | AID 1508602; in the data active = activation above about 4.9%;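 also: 0% = median of compound wells and 100% = cells with positive control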
Target sequence (Q8TDV0 whole entry, looked up): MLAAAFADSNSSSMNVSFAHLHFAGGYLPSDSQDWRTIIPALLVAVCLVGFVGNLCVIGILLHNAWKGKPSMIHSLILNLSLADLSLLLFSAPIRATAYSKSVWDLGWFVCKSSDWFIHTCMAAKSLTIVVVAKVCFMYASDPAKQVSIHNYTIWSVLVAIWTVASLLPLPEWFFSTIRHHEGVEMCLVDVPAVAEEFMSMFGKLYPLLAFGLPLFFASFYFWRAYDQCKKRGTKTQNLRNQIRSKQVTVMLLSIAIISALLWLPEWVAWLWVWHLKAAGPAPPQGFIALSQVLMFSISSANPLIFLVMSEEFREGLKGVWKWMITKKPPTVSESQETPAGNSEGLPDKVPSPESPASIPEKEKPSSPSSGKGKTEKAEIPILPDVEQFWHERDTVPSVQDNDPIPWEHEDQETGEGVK
The depositor's hits bear a star; & = joins results of further samples.

`Cc1ccc(-c2nc3s/c(=C\c4ccc(C)o4)c(=O)n3n2)cc1` gave MITF primary 4.5, TEAD-YAP block -1.7, FBW7 activator -0.1 and GPR151 ag -0.2.
For O=c1oc2ccc3ccccc3c2cc1S(=O)(=O)c1ccc(F)cc1 the results were MITF primary 5.7, TEAD-YAP block 3.0, FBW7 activator -0.1 and GPR151 ag -0.4.
COc1ccc2c(CNCCc3ccco3)c(C(=O)O)n(Cc3ccccc3F)c2c1 was read as MITF primary 3.9, TEAD-YAP block -1.6, FBW7 activator 0.0 and GPR151 ag -0.5.
Screening COc1ccc(CCNC(=O)CCN2C(=O)c3ccccc3C2=O)cc1OC returned MITF primary 18.0, TEAD-YAP block 10.9, FBW7 activator 0.3 and GPR151 ag -1.0.
`NC(=O)c1ccsc1NC(=O)C1=COCCO1` gave MITF primary 0.2, TEAD-YAP block -16.9, FBW7 activator -0.2 and GPR151 ag 3.2.
`CCOC(=O)CNC(=O)CSc1nnc2n(Cc3ccc(F)cc3)c3ccccc3n12` gave MITF primary 6.5, TEAD-YAP block 6.5, FBW7 activator -0.2 and GPR151 ag -0.3.
COc1ccccc1CC(=O)O/N=C(\N)c1ccccc1 was read as MITF primary 25.6, TEAD-YAP block -50.3, FBW7 activator 0.2 and GPR151 ag 1.2.
`CC(C)(C)c1nn2cnnc2n(/N=C/c2ccc3c(c2)OCO3)c1=O` gave MITF primary -4.0, TEAD-YAP block -0.3, FBW7 activator -0.1 and GPR151 ag 1.2.
For CC(C)CN1CCN(C(=O)c2cc(C(C)C)[nH]n2)CCC1=O the results were MITF primary 5.5, TEAD-YAP block 11.7, FBW7 activator -0.1 and GPR151 ag -0.5.
`O=C(CN1C(=O)c2ccccc2C1=O)N=C1NC(=O)CS1` gave MITF primary 7.9, TEAD-YAP block 8.8, FBW7 activator -0.1 and GPR151 ag 0.4.
Screening Cc1cn2c(C)nc([N+](=O)[O-])c2n1C returned MITF primary -4.0, TEAD-YAP block 7.9, FBW7 activator 0.1 and GPR151 ag -1.0.
Screening COC(=O)c1ccc(/C=C(\c2ccccc2)c2ccncc2)cc1 returned MITF primary -4.4, TEAD-YAP block -6.5, FBW7 activator -0.1 and GPR151 ag 0.1.
For CS(=O)(=O)N(CC(=O)Nc1ccc(Cl)cc1)c1ccc(F)cc1 the results were MITF primary -11.8, TEAD-YAP block -12.8, FBW7 activator -0.1 and GPR151 ag 1.8.
For COc1ccc(CCNc2nc(NC3CCN(Cc4ccccc4)CC3)nc3c2ncn3C(C)C)cc1 the results were MITF primary 12.8, TEAD-YAP block 16.9, FBW7 activator -0.1 and GPR151 ag -1.0.
For CCC(C)CN1CCC2(CC1)CC2C(=O)Nc1ccc(SC)cc1 (configuration not stated) the results were MITF primary -0.2, TEAD-YAP block -5.0, FBW7 activator 0.3 and GPR151 ag 1.3.
`CSc1ccc2c(c1)C(N1CCN(C)CC1)Cc1ccccc1S2` (configuration not stated) gave MITF primary 7.6&-1.1&1.4&18.4, TEAD-YAP block -1.4&-11.2, FBW7 activator 0.0&-0.2&-0.1&0.9 and GPR151 ag 1.5&0.8&0.5&-4.5.
Screening O=C(CO/N=C/c1ccc(OC(F)F)cc1)N1CCc2ccccc21 returned MITF primary -11.5, TEAD-YAP block -3.5, FBW7 activator -0.1 and GPR151 ag -0.3.
`COc1cccc(CNC(=O)C(C)Nc2nn3c(=O)cc(C)nc3s2)c1` (configuration not stated) gave MITF primary -2.1, TEAD-YAP block -8.0, FBW7 activator 0.2 and GPR151 ag -2.2.
`CCCCN(CCCC)C(=O)Cn1c(=O)oc2ccccc21` gave MITF primary -13.5, TEAD-YAP block 8.7, FBW7 activator 0.0 and GPR151 ag 1.7.
For COc1ccc([N+](=O)[O-])cc1/C=C(/C#N)c1nc2ccc(C)cc2[nH]1 the results were MITF primary 11.0, TEAD-YAP block -6.2, FBW7 activator 0.1 and GPR151 ag 0.6.

Overlap with the part before: three compounds, then new ones.
`COc1cccc(CNC(=O)C(C)Nc2nn3c(=O)cc(C)nc3s2)c1` (configuration not stated) gave MITF primary -2.1, TEAD-YAP block -8.0, FBW7 activator 0.2 and GPR151 ag -2.2.
`CCCCN(CCCC)C(=O)Cn1c(=O)oc2ccccc21` gave MITF primary -13.5, TEAD-YAP block 8.7, FBW7 activator 0.0 and GPR151 ag 1.7.
For COc1ccc([N+](=O)[O-])cc1/C=C(/C#N)c1nc2ccc(C)cc2[nH]1 the results were MITF primary 11.0, TEAD-YAP block -6.2, FBW7 activator 0.1 and GPR151 ag 0.6.
`O=C1/C(=C/c2nc3ccccc3c(=O)n2-c2cccc([N+](=O)[O-])c2)c2ccccc2N1Cc1ccccc1` gave MITF primary 11.7, TEAD-YAP block -0.6, FBW7 activator 0.0 and GPR151 ag 0.1.
For CCCNc1nc(-c2ccc(OC)nc2)nc2c1ncn2-c1ccsc1 the results were MITF primary 6.6, TEAD-YAP block 50.8*, FBW7 activator 0.8 and GPR151 ag 1.2.
`CN(C)c1ccc(NC(=O)CSc2nc3ccccc3cc2C#N)cc1` gave MITF primary 13.1, TEAD-YAP block 8.9, FBW7 activator 0.0 and GPR151 ag -0.2.
`CCc1ccccc1NC(=O)c1cnn2c(C)cc(C)nc12` gave MITF primary 14.1, TEAD-YAP block 3.5, FBW7 activator 0.4 and GPR151 ag 0.0.
`O=C(CCCn1sc2ccccc2c1=O)NCc1cccc(Br)c1` gave MITF primary 7.6, TEAD-YAP block -3.2, FBW7 activator 0.0 and GPR151 ag -0.1.
For CCN(CC)CCNC1=CC(=O)OC12CCCCC2 the results were MITF primary -1.1&-4.6, TEAD-YAP block 7.9&16.6, FBW7 activator -0.1&-0.1 and GPR151 ag 3.4&1.3.
For Cc1ccc(CNC(=O)c2ccncc2)cc1 the results were MITF primary -0.1, TEAD-YAP block 9.6, FBW7 activator 0.1 and GPR151 ag 0.7.
For N#Cc1c(-n2ncnc2-c2cccc(Cl)c2)sc2c1CCCCC2 the results were MITF primary -5.0, TEAD-YAP block 0.6, FBW7 activator 0.1 and GPR151 ag 0.0.
Screening O=C(CSc1nnc(-c2ccccc2)o1)Nc1nsc(-c2ccccc2)n1 returned MITF primary -1.3, TEAD-YAP block -3.9, FBW7 activator -1.1 and GPR151 ag -0.3.
Screening O=C(CCC(=O)c1cccs1)NNC(=O)CN1CCCc2ccccc21 returned MITF primary -4.8, TEAD-YAP block 2.5, FBW7 activator 0.0 and GPR151 ag 0.7.
Cc1ccc([N+](=O)[O-])cc1S(=O)(=O)Nc1ccc(OCC(N)=O)cc1 was read as MITF primary -8.5, TEAD-YAP block -6.1, FBW7 activator -0.1 and GPR151 ag -0.2.
O=S(=O)(c1cccc2ccccc12)n1cnc2ccccc21 was read as MITF primary -16.9, TEAD-YAP block 7.1, FBW7 activator 0.7 and GPR151 ag -0.4.
Screening O=C(COc1ccccc1)NCc1nnc2n1CCN(C/C=C/c1ccccc1)CC2 returned MITF primary 7.8, TEAD-YAP block 12.9, FBW7 activator 0.1 and GPR151 ag 0.6.
Screening COc1ccc(CCNC(=O)CCCn2c(SCC(=O)NC3CCCCC3)nc3ccccc3c2=O)cc1OC returned MITF primary 11.2, TEAD-YAP block -8.7, FBW7 activator 0.0 and GPR151 ag -0.6.
For CCOC(=O)c1cc(CC)sc1NC(=O)c1ccc(F)cc1 the results were MITF primary 1.2, TEAD-YAP block 4.5, FBW7 activator -0.1 and GPR151 ag -0.2.
For CCN(CC(=O)NC(C)c1ccccc1)S(=O)(=O)c1ccc2ccccc2c1 (configuration not stated) the results were MITF primary 4.7, TEAD-YAP block 0.3, FBW7 activator -0.1 and GPR151 ag -0.3.
For Cc1ccc(C2(C)NC(=O)N(CC(=O)Nc3c(C)n(C)n(-c4ccccc4)c3=O)C2=O)cc1 (configuration not stated) the results were MITF primary 1.3, TEAD-YAP block -3.7, FBW7 activator 0.0 and GPR151 ag 0.3.
`O=C(c1ccccc1)C1C(=O)N(S(=O)(=O)c2ccccc2)CC1c1ccccc1` (configuration not stated) gave MITF primary 0.8, TEAD-YAP block 6.2, FBW7 activator 0.1 and GPR151 ag -0.7.
`O=C(OCC(=O)c1ccc(Br)s1)c1ccc([N+](=O)[O-])o1` gave MITF primary 2.9, TEAD-YAP block 1.4, FBW7 activator 0.0 and GPR151 ag -1.7.
`CN1C=CC=C/C1=C(/C#N)C(=O)Nc1ccc(Cl)cc1` gave MITF primary -13.5, TEAD-YAP block -44.9, FBW7 activator -0.2 and GPR151 ag -0.3.
CCc1ccccc1NC(=O)c1cnc2cc(C)ccn2c1=O was read as MITF primary -1.6, TEAD-YAP block -37.8, FBW7 activator -0.1 and GPR151 ag -0.5.
For Cc1ncc2c(c1OC(=O)c1ccccc1)COC(C)(C)OC2 the results were MITF primary 4.9, TEAD-YAP block -9.7, FBW7 activator 0.5 and GPR151 ag 0.7.
Cc1ccc(NC(=O)CSc2nc3ccccc3c(=O)n2CCCC(=O)N2CCN(c3ccccc3)CC2)cc1 was read as MITF primary -8.9, TEAD-YAP block 6.3, FBW7 activator -0.1 and GPR151 ag 2.2.
`O=C(N/N=C/c1c(Cl)cccc1Cl)c1ccc(O)cc1` gave MITF primary 3.3, TEAD-YAP block 2.8, FBW7 activator 0.2 and GPR151 ag 1.0.
Cc1ccc(-c2nc3ccc(C(=O)NCc4ccccc4)cc3nc2-c2ccc(C)cc2)cc1 was read as MITF primary 5.2, TEAD-YAP block -10.6, FBW7 activator 0.1 and GPR151 ag -0.9.
Screening CCOC(=O)CCC(=O)Nc1ccc(Cl)c([N+](=O)[O-])c1 returned MITF primary -2.1, TEAD-YAP block 10.4, FBW7 activator 0.1 and GPR151 ag 0.1.
`O=C(NCc1ccc(F)cc1)c1ccc2c(=O)n(CCc3ccccc3)c(=S)[nH]c2c1` gave MITF primary -13.5, TEAD-YAP block -5.8, FBW7 activator 0.0 and GPR151 ag -0.7.
For Cc1ccn2c(Nc3ccccc3)c(-c3cccnc3)nc2c1 the results were MITF primary 1.7, TEAD-YAP block -5.7, FBW7 activator -0.1 and GPR151 ag -1.2.
For CCCC(C)C(=O)NCc1ccc2c(c1)OCO2 (configuration not stated) the results were MITF primary 11.6, TEAD-YAP block -4.3, FBW7 activator 0.1 and GPR151 ag 1.1.
CCOc1cccc(CNCC2NCCc3ccccc32)c1O (configuration not stated) was read as MITF primary 34.1, TEAD-YAP block 1.6, FBW7 activator -0.2 and GPR151 ag -0.1.
CCc1cc(OCCN2CCN(CC)CC2)ccc1Cl was read as MITF primary 70.0*, TEAD-YAP block -1.0, FBW7 activator -0.1 and GPR151 ag 7.0*.
For O=C(Nc1cccc(F)c1)N1CCC2(CC1)OCc1ccccc1O2 the results were MITF primary -6.9, TEAD-YAP block -27.8, FBW7 activator -0.5 and GPR151 ag -1.5.
For Cc1oc2ccccc2c1CN1CCc2nc(N3CCCC3)[nH]c(=O)c2C1 the results were MITF primary -14.8, TEAD-YAP block -6.8, FBW7 activator 0.2 and GPR151 ag 0.1.
`O=C(O)c1ccccc1-n1c(-c2ccccc2)cc2c1CCCC2=O` gave MITF primary -1.2, TEAD-YAP block 6.2, FBW7 activator 0.0 and GPR151 ag 1.2.
For Cc1ccccc1CS(=O)(=O)CC1Nc2ccc(C(=O)NC3CCCCC3)cc2NC1=O (configuration not stated) the results were MITF primary -12.7, TEAD-YAP block -2.2, FBW7 activator 0.5 and GPR151 ag -1.0.
`Cc1ccc(OCc2nnc(SCC(=O)c3cccs3)n2-c2ccccc2)cc1C` gave MITF primary -5.3, TEAD-YAP block -9.7, FBW7 activator -0.2 and GPR151 ag 0.0.
COc1ccc(/C=N/NC(=O)c2cc(C)[nH]n2)cc1Br was read as MITF primary 4.4, TEAD-YAP block -3.9, FBW7 activator 0.0 and GPR151 ag 0.8.
For O=C1C(Cl)=C(Nc2cccc(O)c2)C(=O)N1c1ccccc1Cl the results were MITF primary 16.3, TEAD-YAP block 2.9, FBW7 activator 0.5 and GPR151 ag -0.4.
CN(C)c1ccc(CCCNS(=O)(=O)c2ccccc2F)cc1 was read as MITF primary 4.4, TEAD-YAP block -16.4, FBW7 activator -0.5 and GPR151 ag 1.1.
O=C(c1ccccc1F)N1CCN(Cc2ccc([N+](=O)[O-])cc2)CC1 was read as MITF primary 6.9, TEAD-YAP block 7.9, FBW7 activator 0.2 and GPR151 ag 0.4.
For O=C(NC(=S)NNS(=O)(=O)c1ccc(Br)cc1)C1CCCCC1 the results were MITF primary -11.3, TEAD-YAP block -2.9, FBW7 activator 0.4 and GPR151 ag -2.4.
Screening CC(C)(C)C1=NN(c2ccc([N+](=O)[O-])cc2)C(c2ccccc2)C1 (configuration not stated) returned MITF primary 17.9, TEAD-YAP block -2.5, FBW7 activator 0.4 and GPR151 ag 0.6.
`O=[N+]([O-])c1c(NCCO)cc(N2CCC3(CC2)OCCO3)c2nonc12` gave MITF primary 13.4, TEAD-YAP block -0.7, FBW7 activator 0.3 and GPR151 ag 0.2.
Screening CCN(CC)CCCN(C(C)=O)c1nc(-c2ccc(OC)cc2)cs1 returned MITF primary 14.3, TEAD-YAP block 8.7, FBW7 activator 0.4 and GPR151 ag 0.4.

Entries above that have a tert-butyl group (two):
`CC(C)(C)c1nn2cnnc2n(/N=C/c2ccc3c(c2)OCO3)c1=O` gave MITF primary -4.0, TEAD-YAP block -0.3, FBW7 activator -0.1 and GPR151 ag 1.2.
Screening CC(C)(C)C1=NN(c2ccc([N+](=O)[O-])cc2)C(c2ccccc2)C1 (configuration not stated) returned MITF primary 17.9, TEAD-YAP block -2.5, FBW7 activator 0.4 and GPR151 ag 0.6.
